SKN-1 inh: blocks SKN-1 activity in C. elegans | AID 624304 | C. elegans VP596 Pgst-4::GFP/RFP ratio, acrylamide-induced, 24 h | 360,000 tested, 0.49% active | inhibition, % at 21.8 µM;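 active = interference check ratio from 0.5 to 1.5 plus GFP to RFP signal ratio inhibition reaching or exceeding a fixed threshold, cut at about 30% in these data, passing the limit was not always enough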; note: some compounds called inactive have numbers as strong as hits
NadD block: inhibitors of Staphylococcus aureus NadD | purified NadD enzyme, colorimetric absorbance read-out | inhibition, % at 20 µM | 360,000 tested, 0.78% active; in the data active = inhibition above about 26%; note: some compounds past the cut are filed as inactive
CendR NRP1 mod: modulators of CendR peptide binding to human neuropilin-1 | O14786 | AID 602438 | inhibition, % at 25 µM | FAM-RPARPAR peptide binding to NRP-1, fluorescence polarization | 360,000 tested, 0.85% active;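 active = inhibition or corrected inhibition above about 18%, plus a signal ratio from 0.5 to 1.5, limit read from the data, passing the limit was not always enough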; note: strong numbers were not always called active
Rpn11 inh: blocks the human proteasome subunit Rpn11; O00487; human 26S proteasome, Ub4-pepOG fluorescence polarization; 20S core pre-blocked with epoxomicin; calls only at 20 µM; 360,000 tested, 0.59% active;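 active = inhibition at 20 µM, scaled to each plate's controls, above about 33%, limit read from the data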
Target sequence (O00487 whole entry, looked up): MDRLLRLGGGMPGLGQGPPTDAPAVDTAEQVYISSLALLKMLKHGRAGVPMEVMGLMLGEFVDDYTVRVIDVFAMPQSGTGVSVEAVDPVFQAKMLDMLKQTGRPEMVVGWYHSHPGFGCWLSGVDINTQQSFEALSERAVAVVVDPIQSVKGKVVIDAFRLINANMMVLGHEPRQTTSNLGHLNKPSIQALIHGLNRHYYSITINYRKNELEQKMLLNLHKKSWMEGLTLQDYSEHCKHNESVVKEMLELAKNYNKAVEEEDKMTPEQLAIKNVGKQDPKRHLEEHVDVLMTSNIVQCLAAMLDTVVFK
STEP inh: inhibitors of human striatal-enriched phosphatase STEP; P54829; recombinant STEP, OMFP fluorogenic substrate, fluorescence; inhibition, % at 20 µM; 360,000 tested, 0.25% active;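 active = inhibition at 20 µM, scaled per plate between control wells, above about 37%, limit read from the data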;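 note: 0% = DMSO with enzyme and substrate and 100% = substrate only without enzyme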
Target sequence (P54829 whole entry, looked up): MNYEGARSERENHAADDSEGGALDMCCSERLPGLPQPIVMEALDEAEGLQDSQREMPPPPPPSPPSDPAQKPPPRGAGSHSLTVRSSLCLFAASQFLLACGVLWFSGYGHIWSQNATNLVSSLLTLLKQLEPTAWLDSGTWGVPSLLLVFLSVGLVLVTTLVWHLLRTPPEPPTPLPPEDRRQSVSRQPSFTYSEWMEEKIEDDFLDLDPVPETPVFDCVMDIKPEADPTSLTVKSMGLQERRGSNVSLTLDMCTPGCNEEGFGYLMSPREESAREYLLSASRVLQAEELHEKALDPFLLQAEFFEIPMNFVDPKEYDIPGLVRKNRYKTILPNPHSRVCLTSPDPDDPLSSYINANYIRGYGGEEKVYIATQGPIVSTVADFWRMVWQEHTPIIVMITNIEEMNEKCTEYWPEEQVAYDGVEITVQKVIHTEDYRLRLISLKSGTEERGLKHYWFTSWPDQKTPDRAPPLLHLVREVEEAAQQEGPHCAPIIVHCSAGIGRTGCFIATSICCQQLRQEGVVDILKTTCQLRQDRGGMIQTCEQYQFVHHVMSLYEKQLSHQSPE
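Also added – OMFP at 25 µM · Test system – STEP tyrosine phosphatase · Technique – FITC-channel fluorescence of OMFP product · Schedule – 20 min at room temperature, dark · Evaluation – control-normalized % inhibition with plate pattern correction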
LMPTP inh: blocks human LMPTP phosphatase; recombinant LMPTP-A, OMFP fluorogenic substrate, fluorescence intensity; inhibition, % at 20 µM; 360,000 tested, 0.22% active; AID 651560;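 active = compounds that cut the enzyme signal by at least half of the control window in the single-dose screen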;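 note: plate controls were DMSO wells with enzyme plus substrate for no effect and substrate without enzyme for full effect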
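Assay system: LMPTP-A enzyme. Input: 0.625 nM LMPTP-A final. Probe or stimulus: 400 µM OMFP. Compound dosing: single 20 µM dose. Schedule: 50 min dark incubation at room temperature. Detection: fluorescence intensity of OMFP turnover product. Read-out: percent inhibition versus substrate-only and uninhibited controls. Benchmarks: no-enzyme low control, uninhibited high control.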
MT1-MMP act inh: inhibitors of human MT1-MMP activation; GFP/RFP ratio change, % at 20 µM; 360,000 tested, 0.061% active; HT1080 RFP-PRO-GFP cells, GFP/RFP ratio fluorescence, overnight; percent of plate control window, DMSO zero; P50281;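 active = GFP/RFP ratio change of at least 30% with cell ATP level not reduced by more than half and red fluorescence within 50% of control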; note: strong numbers were not always called active
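Test system: HT1080 cells expressing an RFP-PRO-GFP fluorescent reporter construct / Compound dosing: single-point 20 µM compound, 1% DMSO / Schedule: cells overnight before dosing, compound overnight, 37 °C, 5% CO2 / Evaluation: GFP/RFP fluorescence ratio / Control set: DMSO and RFP-L50D-GFP cell wells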
SUMO1-SIM PPI: modulators of human SUMO1-mediated protein-protein interactions; SUMO1 binding to a labelled peptide, TR-FRET, 1 h; inhibition, % at 20 µM; 360,000 tested, 0.33% active; AID 602429; in the data active = inhibition above about 37%
DNMT1 block: blocks human DNA methyltransferase DNMT1; DNMT1 molecular beacon, Hinp1I cleavage, fluorescence; AID 588458; inhibition (reported as % activation of signal), % at 10 µM; 360,000 tested, 0.83% active; P26358; in the data active = inhibition above about 50%
Scp-1 inhibitor: blocks human Scp-1 phosphatase activity; inhibition, % at 20 µM; 340,000 tested, 0.88% active; Recombinant Scp1, phosphopeptide, malachite green phosphate absorbance; AID 493091;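 active = inhibition above about 50% at 20 µM, limit read from the data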;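 note: plate controls were DMSO wells with enzyme for no effect and wells lacking enzyme for full effect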
Target sequence (Q9GZU7 76-261 limits assumed): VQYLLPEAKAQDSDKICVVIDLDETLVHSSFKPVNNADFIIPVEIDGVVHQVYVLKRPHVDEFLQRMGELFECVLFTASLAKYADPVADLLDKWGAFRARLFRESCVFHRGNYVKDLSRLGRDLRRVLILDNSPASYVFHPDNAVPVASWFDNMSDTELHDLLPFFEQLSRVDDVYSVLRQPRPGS
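Material – SCP-1 phosphatase catalytic domain, residues 76-261 · Buffer or medium – Acidic Tris acetate buffer with magnesium and detergent · Also added – Phospho 17-mer peptide substrate · Compound – single 20 µM dose, 1% DMSO · Times – 45 min room-temperature reaction, 5 min colour, 30 min stabiliser · Technique – Phosphate-binding colour reagent, absorbance read at 630 nm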
Numbers without * were called inactive; i = inactive; . = no result given.

# | compound | SKN-1 inh | NadD block | CendR NRP1 mod | Rpn11 inh | STEP inh | LMPTP inh | MT1-MMP act inh | SUMO1-SIM PPI | DNMT1 block | Scp-1 inhibitor
1 | Cc1ccc(S(=O)(=O)NN2Cc3ccccc3C2=N)cc1 | -8 | 3 | 7 | i | -2 | -0.8 | 0 | -1 | 0 | -5
2 | O=C(Cn1c(=O)sc2ccccc21)Nc1ccccc1C(=O)O | 4 | -1 | 2 | i | 1 | 0.4 | -9 | 1 | -4 | 11
3 | CCS(=O)(=O)c1nc(S(=O)(=O)c2ccc(C)cc2)c(N2CC(C)CC(C)C2)s1 (stereo not given) | 10 | -2 | 11 | i | 3 | 3.3 | -6 | 9 | -2 | -8
4 | CN(C)S(=O)(=O)c1ccc(N2CCCC2)c(C(=O)NCC(=O)Nc2ccc(F)c(F)c2)c1 | 4 | 0 | 5 | i | -1 | 0.7 | -2 | 5 | 0 | -2
5 | O=C(Nc1ccc(S(=O)(=O)Nc2ccccc2F)cc1)N1CCCCC1 | -6 | -6 | 14 | i | 10 | 0.8 | 2 | 5 | 2 | 5
6 | CCN1CCN(C(CNS(=O)(=O)c2ccc(OC)c(C)c2)c2cccnc2)CC1 (stereo not given) | 15 | -4 | 9 | i | -2 | -2.5 | 2 | 1 | 0 | -5
7 | Cc1ccnc(Sc2nc3c(c(=O)[nH]c(=O)n3C)n2CCCc2ccccc2)n1 | 2 | 1 | 7 | i | -2 | -0.5 | -6 | -2 | -3 | 1
8 | CN(C)C(CNC(=O)CCC(=O)c1ccc(Br)cc1)c1ccccc1 (stereo not given) | -11 | -6 | 18 | i | -3 | 0.6 | 3 | -2 | 0 | -2
9 | CN(C)c1ccc(C(=O)OCC(=O)NCCC2=CCCCC2)cc1 | 9 | -7 | 3 | i | -1 | -1.4 | 2 | 4 | 0 | -20
10 | COc1ccccc1C(=O)Nc1ccc(Br)cc1C | 54* | -7 | 3 | i | -5 | 1.7 | -8 | -3 | -7 | -9
11 | CC(=O)NC(c1ccc(C(C)C)cc1)c1c(O)ccc2ccccc12 (stereo not given) | 5 | 1 | -6 | i | -2 | 1.7 | -19 | 1 | 2 | -13
12 | CCCCc1cc(-c2n[nH]c(=S)o2)c2ccccc2n1 | -2 | 3 | 0 | i | 2 | -0.9 | -2 | -17 | 3 | 0
13 | CC(=O)Nc1ccc(NC(=O)C(C)Sc2n[nH]c(-c3cccs3)n2)cc1 (stereo not given) | 7 | -4 | -16 | i | 0 | -0.6 | 6 | 2 | 0 | 1
14 | CN(C)S(=O)(=O)Oc1cccc(C(=O)Nc2cccc(Cl)c2)c1 | -7 | -6 | 3 | i | -1 | 0.7 | -4 | 1 | -4 | -13
15 | CC(=O)NC(c1ccc(C)cc1)c1cc([N+](=O)[O-])c2cccnc2c1O (stereo not given) | 4 | 9 | 8 | i | 6 | 5.4 | 2 | -24 | -8 | -13
16 | COC(=O)c1ccc(N=NN2CCCCCC2)cc1 | 7 | 3 | 18 | i | 0 | 0.7 | 3 | 2 | 4 | 9
17 | CCCNC(=O)C1(C)CCCN(Cc2ccc(C)cc2)C1 (stereo not given) | -6 | 3 | 4 | i | -2 | 0.4 | 1 | -1 | 5 | .
18 | CCn1c(SCC(=O)NCC(=O)Nc2ccc(F)cc2)nnc1-c1cccs1 | -2 | -1 | -1 | i | 1 | -1.9 | -4 | 0 | -2 | 0
19 | Cc1ccc(NC(=O)COC(=O)/C(=C/c2cccs2)c2cccs2)cc1S(=O)(=O)N(C)C | 12 | 1 | -2 | i | 0 | 4.0 | -14 | -5 | -5 | 1
20 | Nc1c(N(CCC2=CCCCC2)C(=O)c2ccccc2F)c(=O)[nH]c(=O)n1Cc1ccccc1 | -3 | 4 | -13 | i | -3 | -2.7 | -4 | 2 | 15 | -6

Looked up above.
cpd 14 @ SUMO1-SIM PPI = 1
cpd 11 @ SKN-1 inh = 5
cpd 7 @ DNMT1 block = -3
cpd 4 @ SKN-1 inh = 4
cpd 13 @ SKN-1 inh = 7

Next entries follow:
# | compound | SKN-1 inh | NadD block | CendR NRP1 mod | Rpn11 inh | STEP inh | LMPTP inh | MT1-MMP act inh | SUMO1-SIM PPI | DNMT1 block | Scp-1 inhibitor
21 | CCc1ccccc1N(C(=O)c1snc(C(N)=O)c1N)C(C(=O)NCC1CCCO1)c1ccc(C)o1 (stereo not given) | -3 | 2 | 5 | i | 3 | 2.1 | -5 | -10 | -1 | -4
22 | CCS(=O)(=O)NCc1cn2c(C)csc2n1 | -3 | 3 | 15 | i | 1 | 0.5 | 0 | 4 | 5 | 3
23 | C=CCn1c(N)cc(=O)nc1SCC(=O)N(c1ccccc1)c1ccccc1 | 7 | 3 | -8 | i | 1 | -0.5 | 2 | 3 | -1 | -8
24 | COc1ccc(OC)c(NC2c3ncccc3C(=O)N2Cc2ccco2)c1 (stereo not given) | -35 | -1 | 2 | i | 4 | 0.9 | -10 | -1 | -20 | -3
25 | O=C(CNC(=O)c1ccc2c(c1)OCCO2)N/N=C/c1ccco1 | -4 | -4 | 6 | i | -2 | -1.8 | 1 | -11 | 1 | -3
26 | O=C(Nc1nc2c(s1)CCCC2)c1nn(Cc2ccccc2)c(=O)c2ccccc12 | 12 | 19 | 6 | i | 4 | -0.4 | -7 | -2 | 5 | -5
27 | CC(C)NC(=O)N(C)C[C@H]1Oc2c(NS(=O)(=O)c3cccs3)cccc2C(=O)N([C@H](C)CO)C[C@@H]1C | -7 | 3 | 4 | i | -2 | -1.3 | . | -3 | 7 | 14
28 | COC(=O)C1=CNC=C(C(=O)OC)C1c1cccc2ccccc12 | 30 | -7 | 18 | i | -1 | -0.9 | -8 | -13 | -2 | -12
29 | Cc1ccc(CNC(=O)C2CCN(C(=O)c3cccc(Cl)c3)CC2)cc1 | -8 | 7 | 15 | i | 1 | -0.2 | 5 | 3 | 1 | -9
30 | COC(=O)COC(=O)c1ccc(-n2nnnc2SC)cc1 | -19 | -6 | -4 | i | 0 | 0.3 | -5 | -2 | -2 | -7
31 | CCOc1ccc(CCN2C(=O)C(=O)N([C@@H](Cc3ccccc3)CN3CCC[C@H]3CN3C(=O)C(=O)NC[C@@H]3Cc3ccccc3)C[C@@H]2CC(C)C)cc1 | 10 | 27 | -1 | . | . | 2.4 | 14 | 3 | . | .
32 | CC(C)c1onc(C(=O)NC2CCCCC2)c1[N+](=O)[O-] | -8 | 10 | -1 | i | -1 | -1.4 | 1 | 2 | -1 | -10
33 | CCN(CC)CCNC(=O)NC1CCCCC1 | 5 | 3 | 2 | i | 2 | -1.6 | 6 | 5 | -1 | 0
34 | CSc1ccccc1NC(=O)CNCCCN1CCOCC1 | -8 | -2 | -6 | i | -2 | -2.8 | 1 | 0 | 3 | 0
35 | O=C(CCn1c(=O)c2sccc2n(CC(=O)NCc2ccco2)c1=O)NCc1ccccc1 | 10 | -8 | 8 | i | -2 | 0.0 | 5 | -2 | -1 | 3
36 | CCCOc1ccc(C(C)=O)cc1Cc1c(O)nc(SC)[nH]c1=O | 1 | 1 | -2 | i | 0 | -1.5 | -4 | 2 | 1 | -5
37 | O=C(Nc1cccc(-c2cccc(Cl)c2)c1)C1CCN(Cc2ccccn2)CC1 | 9 | 3 | -22 | i | -2 | -0.8 | 1 | -3 | -9 | -7
38 | CCOC(=O)c1[nH]c(Cc2[nH]c(C(=O)OCC)c(C)c2CCC(=O)OC)c(CCC(=O)OC)c1C | 11 | -8 | -10 | i | 0 | -0.4 | -40 | 2 | 1 | 6
39 | CCCn1c(=O)c(C(=O)NNC(=O)c2ccccc2Cl)c(O)c2ccccc21 | -2 | 14 | -7 | i | 3 | 2.5 | 2 | -1 | -1 | -7
40 | COc1cc(OC)c2ccc(=O)oc2c1C(CCN1CCN(c2ccccc2)CC1)c1ccc(N(C)C)cc1 (stereo not given) | 13 | -3 | -2 | i | -1 | 0.3 | 1 | 2 | -6 | -7

Part of the list above in order of formula weight, high to low.
# | compound | SKN-1 inh | NadD block | CendR NRP1 mod | Rpn11 inh | STEP inh | LMPTP inh | MT1-MMP act inh | SUMO1-SIM PPI | DNMT1 block | Scp-1 inhibitor
27 | CC(C)NC(=O)N(C)C[C@H]1Oc2c(NS(=O)(=O)c3cccs3)cccc2C(=O)N([C@H](C)CO)C[C@@H]1C | -7 | 3 | 4 | i | -2 | -1.3 | . | -3 | 7 | 14
26 | O=C(Nc1nc2c(s1)CCCC2)c1nn(Cc2ccccc2)c(=O)c2ccccc12 | 12 | 19 | 6 | i | 4 | -0.4 | -7 | -2 | 5 | -5
8 | CN(C)C(CNC(=O)CCC(=O)c1ccc(Br)cc1)c1ccccc1 (stereo not given) | -11 | -6 | 18 | i | -3 | 0.6 | 3 | -2 | 0 | -2
24 | COc1ccc(OC)c(NC2c3ncccc3C(=O)N2Cc2ccco2)c1 (stereo not given) | -35 | -1 | 2 | i | 4 | 0.9 | -10 | -1 | -20 | -3
28 | COC(=O)C1=CNC=C(C(=O)OC)C1c1cccc2ccccc12 | 30 | -7 | 18 | i | -1 | -0.9 | -8 | -13 | -2 | -12

(listing goes on)
# | compound | SKN-1 inh | NadD block | CendR NRP1 mod | Rpn11 inh | STEP inh | LMPTP inh | MT1-MMP act inh | SUMO1-SIM PPI | DNMT1 block | Scp-1 inhibitor
41 | Fc1ccccc1-c1nc(NCC2CC2)nc2ccsc12 | 7 | -5 | 11 | i | -1 | 0.5 | -1 | -4 | -5 | .
42 | COc1cccc(C(=O)NC2CCSC2=O)c1 (stereo not given) | -9 | 6 | -5 | i | 2 | -1.6 | 6 | 3 | 1 | -5
43 | CN1CCN(NC(=O)c2cccc(C(F)(F)F)c2)CC1 | -3 | -2 | 11 | i | -1 | -1.1 | -1 | 0 | 1 | -7
44 | CSc1nc(C)cc(OCCO)n1 | 0 | -5 | 1 | i | -4 | -1.6 | -6 | 0 | -1 | -9
45 | Cc1cc(C)cc(N(CC(=O)N2CCN(c3ccccc3)CC2)S(=O)(=O)c2c(C)noc2C)c1 | -10 | 0 | 2 | i | -4 | 1.0 | -1 | -2 | 1 | -9
46 | CN(C(=O)c1ccccn1)c1nnc(-c2cnccn2)s1 | -18 | 1 | 12 | i | 0 | -0.9 | 3 | -8 | -4 | 3
47 | CC12COC3(C(=O)Nc4ccc(Cl)cn4)CC1CCC32C (stereo not given) | 9 | -3 | 0 | i | 0 | 0.7 | 9 | -1 | 3 | -3

High-throughput results as filed in PubChem BioAssay.
